KCNK9 block = inhibitors of human KCNK9 two-pore domain potassium channel; HEK293 KCNK9, FluxOR thallium flux fluorescence; active compounds read low; hit rate 1.2% among 310,000; B-score at 10 µM; Q9NPC2;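 active = ratio B-score over 3 SD below the library mean, with starting fluorescence within 5 SD of its mean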;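 also: negative B-score means less thallium flux so channel inhibition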
Target sequence (Q9NPC2 whole entry, looked up, the tested form may be a part): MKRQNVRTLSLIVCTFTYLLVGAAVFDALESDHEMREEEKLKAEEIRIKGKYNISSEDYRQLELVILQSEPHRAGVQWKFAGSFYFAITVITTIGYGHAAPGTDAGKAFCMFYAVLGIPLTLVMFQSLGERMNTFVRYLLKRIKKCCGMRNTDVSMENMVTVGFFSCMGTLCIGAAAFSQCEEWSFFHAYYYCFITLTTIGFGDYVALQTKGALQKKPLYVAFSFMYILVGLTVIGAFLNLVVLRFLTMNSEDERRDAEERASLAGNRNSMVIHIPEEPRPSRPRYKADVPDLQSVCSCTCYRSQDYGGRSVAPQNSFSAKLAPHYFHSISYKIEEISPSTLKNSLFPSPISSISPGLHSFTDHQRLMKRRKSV
HDAC3 inh = human HDAC3 inhibition. inhibition, % at 8.3 µM. O15379. recombinant HDAC3, fluorogenic peptide/trypsin coupled, fluorescence. hit rate 0.15% among 320,000. AID 2718; in the data active = inhibition above about 26%, passing the limit was not always enough
Target sequence (O15379 whole entry, looked up): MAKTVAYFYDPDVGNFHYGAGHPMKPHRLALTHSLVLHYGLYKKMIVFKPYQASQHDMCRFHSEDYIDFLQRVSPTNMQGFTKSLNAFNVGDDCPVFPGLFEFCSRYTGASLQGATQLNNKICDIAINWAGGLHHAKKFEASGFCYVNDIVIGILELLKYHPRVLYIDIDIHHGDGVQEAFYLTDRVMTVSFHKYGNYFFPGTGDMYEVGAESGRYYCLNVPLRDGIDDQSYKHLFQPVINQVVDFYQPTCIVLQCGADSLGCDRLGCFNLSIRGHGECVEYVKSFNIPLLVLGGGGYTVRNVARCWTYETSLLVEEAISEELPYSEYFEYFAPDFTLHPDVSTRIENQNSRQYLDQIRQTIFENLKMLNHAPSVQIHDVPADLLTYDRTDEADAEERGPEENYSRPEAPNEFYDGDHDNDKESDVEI
KCNK3 block = human KCNK3 channel inhibition, primary screen | CHO-KCNK3 thallium flux, FluxOR fluorescence; active compounds read low | O14649 | B-score at 10 µM | hit rate 0.84% among 340,000;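 active = B-score under library mean minus 4 SD, starting fluorescence ratio at most library mean plus 5 SD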;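 also: more negative B-score means stronger inhibition of thallium flux through KCNK3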
hERG rescue = hERG (human) protection from proarrhythmic block; Q12809; CHO-hERG, FluxOR thallium flux, dofetilide IC70 present; activation (rescue from dofetilide block), less the hit threshold, % at 10 µM; hit rate 0.51% among 310,000; AID 1511;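 active = activation above the mean of controls blocked by dofetilide plus 5 SD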;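 also: thallium influx through hERG after potassium depolarization seen as dye fluorescence rise; in these data hits start at about 4.7%; inactives centre near -7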
PolyA inh = yeast polyadenylation inhibition | S. cerevisiae SKY197-pL101 polyadenylation reporter, beta-gal luminescence; efflux-impaired pdr1/pdr3 knockout yeast; score 100 = 6 SD above DMSO | calls only at 12 µM | hit rate 0.02% among 300,000 | AID 1875;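 active = lowest replicate activity score at least 50, where 100 means six control SD above control mean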;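 also: yeast exposed to compound for 9 h at 30 °C; higher score means more reporter readthrough which indicates perturbed polyadenylation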
KCNQ1 act = potentiates or activates the human KCNQ1 potassium channel | P51787 | B-score at 10 µM | AID 2648 | CHO-K1 KCNQ1, thallium flux FluxOR fluorescence; active compounds read high | hit rate 0.35% among 310,000;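 active = fluorescence ratio B-score, a plate-corrected score, at least three library SD, with initial intensity B-score within 5 SD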
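Assay system: CHO-K1 cells stably expressing KCNQ1; Medium: assay buffer with matched DMSO; Also added: K+/Tl+ depolarizing stimulus; Dosing: single dose; Timing: dye 90 min, compound 20 min, room temperature; Measured by: kinetic FluxOR thallium fluorescence, 10-s 1-Hz baseline, 110-s post-stimulus read; Read-out: peak-minus-minimum fluorescence over initial fluorescence, negative-control normalized, B-scored.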
Dyrk1A ADPGlo = blocks rat Dyrk1A kinase activity | hit rate 0.43% among 310,000 | AID 504441 | inhibition, % at 12.5 µM | ADP-Glo luminescence, NFATc1 peptide | Q63470; in the data active = inhibition above about 50%;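 also: plate controls were vehicle with enzyme for no effect and no enzyme for full effect; many of its hits are not listed in these tables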
KCNQ1 block = inhibitors of human KCNQ1 potassium channel; hit rate 1.3% among 310,000; B-score at 10 µM; CHO-K1 KCNQ1, FluxOR thallium flux fluorescence; active compounds read high;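 active = compounds whose thallium flux B-score, printed positive for inhibition, exceeds three library SD while starting fluorescence stays within three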;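 also: channel opened by potassium depolarization with thallium stimulus after 20 min compound exposure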
GSK3A inh = blocks human GSK-3 alpha kinase; AID 2650; hit rate 0.1% among 320,000; inhibition, % at 10 µM; ADP-Glo luminescence, 60 min; P49840;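 in the data active = inhibition above about 50%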;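 also: GST-tagged GSK-3 alpha with peptide substrate and 25 µM ATP; 0% = DMSO neutral wells and 100% = GW8510 positive control wells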
RGS4 pot = RGS4 potentiation or activation. HEK293 M3R/inducible RGS4, carbachol calcium flux Fluo4; active compounds read low. B-score at 10 µM. hit rate 0.92% among 310,000;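 active = B-score of the integrated calcium signal more than 4 SD below the library mean, with starting fluorescence not abnormally high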;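 also: negative B-score means reduced calcium response which marks RGS4 activation or potentiation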
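Reagent: ECmax carbachol challenge; Test system: M3R-expressing HEK293 line, RGS4 induced by doxycycline; Schedule: overnight RGS4 induction, 30 min dye load 37 °C, 20 min compound RT; Detection: calcium dye Fluo4 fluorescence; Read-out: Agonist-evoked peak-minus-minimum fluorescence over baseline, integrated ratio, B score.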
GSK3beta inhib = inhibitors of human GSK3beta kinase. hit rate 0.038% among 300,000. P49841. GST-GSK3beta kinase, ADP-Glo luminescence, 60 min; active compounds read low. activity score (negative = inhibition), % at 10 µM;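 active = more than half of replicate wells score below -50%, meaning over 50% inhibition versus plate controls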;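 also: 0% = median DMSO wells and -100% = median GW8510 positive control wells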
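Assay system: GST-fused GSK3beta enzyme, cell-free / Medium: Tris pH 7.5 buffer with MgCl2, DTT, BSA, heparin / Also added: peptide substrate plus 25 µM ATP (final) / Compound: 10 µM single point / Timing: kinase reaction with compound 60 min at room temperature / Detection: ADP-Glo luminescence / Benchmarks: DMSO neutral wells and GW8510 at 20 µM as positive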
Starred values were filed as active, the others as inactive; i = inactive; · = not tested or not shown. The list is partial, so the mix of outcomes need not match the whole.

Values run as follows: KCNK9 block	HDAC3 inh	KCNK3 block	hERG rescue	PolyA inh	KCNQ1 act	Dyrk1A ADPGlo	KCNQ1 block	GSK3A inh	RGS4 pot	GSK3beta inhib
- COC(=O)NNC1=CC(=O)CC(C)(C)C1
    i	0	i	-15	i	i	7	i	1	i	1
- COc1ccc(N(CC(=O)NCc2ccccc2C)S(=O)(=O)c2ccccc2[N+](=O)[O-])c(OC)c1
    i	3	i	-6	i	i	1	i	0	i	3
- COc1ccc(OC)c(C2CC(=O)NC(SC)=C2C#N)c1 (stereo unspecified)
    i	-1	i	-13	i	i	4	i	-5	i	1
- CSc1sc(C(=O)NNC(C)=O)c2c1C1(CCC2)SCCS1
    i	1	i	-11	i	i	-1	i	-2	i	-3
- COc1cccc(C2c3[nH]c4ccccc4c3C[C@H]3C(=O)N(c4ccccc4C(=O)NCCCN4CCOCC4)C(=O)N23)c1 (stereo partly specified)
    i	5	i	-6	i	i	4	i	2	i	1
- COc1ccc(C(=O)COC(=O)c2ccn(C)n2)cc1
    i	0	i	-15	i	i	2	i	0	i	12
- CCC1(c2ccc(F)cc2)NC(=O)N(CC(=O)N(CCC#N)c2ccccc2)C1=O (stereo unspecified)
    i	-1	i	-6	i	i	-6	i	-3	i	1
- Cc1ccc(C)c(NC(=S)N/N=C2/CCCCc3ccccc32)c1
    i	3	i	-4	i	i	-3	i	-1	i	3
- O=C(Nc1ccc2c(c1)OCO2)C1CCN(C(=O)c2ccc(Br)cc2)CC1
    i	-7	i	-4	i	i	-8	i	-3	i	2
- COC(=O)c1ccc(/C(O)=C(\C#N)c2nc3ccccc3s2)cc1
    i	-1	i	-13	i	i	-8	i	-2	i	2
- CCc1ccc(S(=O)(=O)/N=C2\C=C(NS(=O)(=O)c3ccccc3)C(=O)c3ccccc32)cc1
    i	·	i	-11	i	i	-1	12*	·	i	0
- CCCCC(=O)Nc1ccc2c(c1)oc1ccccc12
    i	3	i	-18	i	i	2	i	-2	i	0
- COc1ccc(-c2nnc(-c3cccs3)o2)cc1OC
    i	-20	i	-15	i	i	-51	i	1	i	0
- CCOC(=O)c1c(C)n(C)c2ccc(OC(C)C(=O)OC)cc12 (stereo unspecified)
    i	-5	i	-1	i	i	-2	i	4	i	1
- CCCC(=O)N1CCCC(C(=O)c2ccc(OC)c(OC)c2)C1 (stereo unspecified)
    i	0	i	2	i	i	3	i	-3	i	-6
- Cc1c(Br)c([N+](=O)[O-])nn1C(C)C(=O)Nc1ccc2c(c1)OCO2 (stereo unspecified)
    i	1	i	-6	i	i	-2	i	-3	i	-5
- Cc1ccc2occ(CN3CCN(c4ccccc4)CC3)c(=O)c2c1
    i	2	i	-3	i	i	6	i	-3	i	1
- CCOC(=O)c1ccc(NS(=O)(=O)c2c(C)nc3sccn3c2=O)cc1
    i	13	i	-7	i	i	-2	i	-8	i	7
- CN(C)c1ccc(-n2cc3c(=O)n(C)c(=O)n(C)c3c2)cc1
    i	-7	i	-9	i	i	1	i	0	i	3
- O=C(Cn1nc(-c2ccccc2)ccc1=O)NCC1CCCO1 (stereo unspecified)
    i	-4	i	-16	i	i	-4	i	-2	i	0
- CC1CCC/C(=C\Nc2ccc(C(=O)O)cc2)C1=O (stereo unspecified)
    i	2	i	-6	i	i	6	i	0	i	1
- O=C(CCc1ccccc1)N/N=C\c1cc2c(cc1Br)OCO2
    i	-5	i	0	i	i	-3	i	8	i	-4
- CCOc1ccc(CN(Cc2ccco2)C(c2cccs2)c2nnnn2C(C)(C)C)cc1 (stereo unspecified)
    -17*	-4	-10*	-11	i	i	-8	7*	-4	i	2
- CN(CC(=O)Nc1ccccc1Cl)C(=O)COC(=O)C1=COCCO1
    i	2	i	-5	i	i	-8	i	1	i	-2
- Oc1ccc(-n2nnnc2SCc2c(F)cccc2Cl)cc1
    i	2	i	-8	i	i	41	i	2	i	-2
- Cc1nc2nc(-c3ccccc3)nn2c(C)c1C
    i	7	i	-12	i	i	-2	i	-2	i	0
- O=C1C=CC(=O)N1c1ccc(O)cc1
    i	-3	i	-15	i	i	·	i	-2	i	-3
- CC(C)N(C(=O)Cn1cc(S(=O)(=O)CC(=O)NC2CCCCC2)c2ccccc21)C(C)C
    i	3	i	-1	i	i	·	i	-3	i	1
- Cc1ccccc1NC(=O)c1ccc(C)c(S(=O)(=O)Nc2cccnc2)c1
    i	10	i	-9	i	i	-2	i	-1	i	2
- Cc1ccc2nc(N(CCCN(C)C)C(=O)CS(=O)(=O)c3ccccc3)sc2c1
    i	7	i	-12	i	i	0	i	1	i	-1
- COc1ccc(S(=O)(=O)N2CCCC(C(=O)NCC3CCCO3)C2)cc1Cl (stereo unspecified)
    i	-2	i	-8	i	i	-1	i	2	i	1
- C=CCn1c(=O)/c(=C2/SC(C)=C(C)N2CC)s/c1=C1/C(=O)N(CC)C(=S)N1c1ccccc1
    i	-2	i	-5	i	i	9	i	3	i	1
- CN(C)CCNc1cc(-c2ccncc2)nc2ccccc12
    i	5	i	-10	i	i	2	i	0	i	0
- O=[N+]([O-])c1cccc(-c2ccc(C(=S)N3CCN(c4ccc(F)cc4)CC3)o2)c1
    i	2	i	-12	i	i	0	i	-1	i	-4
- CCSC1=C(C#N)C(c2cccc(Br)c2)CC(=O)N1 (stereo unspecified)
    i	3	i	-9	i	i	0	i	-3	i	-25
- Cc1ccccc1N(C)S(=O)(=O)c1nnc(NC(=O)c2ccccc2F)s1
    i	2	i	-9	i	i	·	i	-4	i	2
- Cc1c(NC(=O)c2ncn[nH]2)cccc1-c1nc2ccccc2s1
    i	2	i	-5	i	i	-3	i	-2	i	-2
- COC(=O)C1CCN(C(=O)c2ccc3nc(-c4cccc(OC)c4)oc3c2)CC1
    i	1	i	-16	i	i	5	i	3	i	-2
- CNc1cc(N2CCCCCC2)ccc1[N+](=O)[O-]
    i	5	i	-13	i	i	·	i	8	i	-5
- COc1cccc(C(=O)NNC(=O)C(=O)Nc2cccc3ccccc23)c1
    i	-1	i	43*	i	36*	-4	i	1	i	-2
- COc1ccccc1N1CCN(c2cc(N3CCCC3)nc(C)n2)CC1
    i	-7	i	-12	i	i	-4	i	2	i	2
- CCc1nnc2sc(-c3ccc(NC(=O)c4ccco4)cc3)nn12
    i	-5	i	-18	i	i	5	i	-2	i	2
- CC(C)c1nnc(NC(=O)CCN2C(=O)c3ccccc3C2=O)s1
    i	7	i	2	i	i	-7	i	-2	i	-1
- Cc1ccc(S(=O)(=O)N/N=C/c2ccc(OCC(=O)N3CCOCC3)cc2)cc1
    i	0	i	1	i	i	-7	i	-3	i	4
- CCc1c(C(C)O)oc2ccc3c(C)cc(=O)oc3c12 (stereo unspecified)
    i	·	·	-2	i	i	·	i	·	i	-2
- O=C(c1cccc(S(=O)(=O)NCc2ccccc2)c1)N1CCCC(C(F)(F)F)C1 (stereo unspecified)
    i	1	i	-4	i	i	-6	i	-1	i	-3
- Cc1c(C)n2c(SCC(=O)N3CC(C)OC(C)C3)nnc2[nH]c1=O (stereo unspecified)
    i	-5	i	-8	i	i	-10	i	-2	i	-1
- COc1ccc(S(=O)(=O)NCC(=O)NCc2cc(=O)n(C)c(=O)n2C)cc1
    i	0	i	-3	i	i	-1	i	-1	i	1
- CC1=C(C(=O)N2CCOCC2)C(c2ccc(C)cc2)NC(=S)N1 (stereo unspecified)
    i	1	i	-8	·	i	1	i	-5	i	3
- COc1cc(OC)c(OC)cc1/C=C1\SC(N2CCCCC2)=NC1=O
    i	9	i	-7	i	i	2	i	-1	i	-4
- Cc1cc(-c2n[nH]c(=S)n2/N=C/C=C/c2ccccc2)n[nH]1
    i	6	i	-7	i	i	2	i	2	i	3
- O=CN1c2ccccc2CSc2ccccc21
    i	0	i	-7	i	i	·	i	5	i	-3
- COc1ccccc1N1CCN(C(=O)c2ccc(CN3CCOCC3)cc2)CC1
    i	4	i	-11	i	i	0	i	-2	i	-1
- CCOc1ccc(OCC)c(NC(=O)CN2CCN(C(=O)c3ccco3)CC2)c1
    i	-6	i	-10	i	i	-9	i	2	i	2
- Cc1ccnc(NC(=O)C2CCN(S(=O)(=O)c3cccc4nonc34)CC2)c1
    i	2	i	-10	i	i	5	i	7	i	-6
- Cc1cc(-c2nc3ncccc3o2)ccc1NC(=S)NC(=O)c1ccco1
    i	·	i	-5	i	i	-2	i	2	i	0
- CC1(c2nnc(-c3ccc(F)cc3)o2)CC(c2cccc(Cl)c2)=NO1 (stereo unspecified)
    i	1	i	-14	i	i	5	i	-6	i	-2
- CCC(C)(C)NC(=O)CN(C(=O)CCC(=O)Nc1nccs1)c1ccc2c(c1)OCO2
    i	-4	i	-2	i	i	-4	i	0	i	-3
- CC1CCCN(C(=O)c2ccc([N+](=O)[O-])o2)C1 (stereo unspecified)
    i	3	i	-5	i	i	·	i	0	i	0
- CCOC(=O)c1cc(-c2ccc(N3CCOCC3)cc2)nn1-c1ccccc1C(=O)O
    i	8	i	-5	i	i	-3	i	-1	i	2
- C/C(=N\NC(=O)CN1CCCCC1)c1ccccc1O
    i	2	i	-8	i	i	-1	i	0	i	-1
- Cc1ccc(/C=N/N2CCN(Cc3ccc(C)cc3)CC2)cc1
    i	1	i	-4	i	i	·	i	-1	i	2

Rewritten with bars between the fields: entries from further up.
Structure | KCNK9 block | HDAC3 inh | KCNK3 block | hERG rescue | PolyA inh | KCNQ1 act | Dyrk1A ADPGlo | KCNQ1 block | GSK3A inh | RGS4 pot | GSK3beta inhib
COc1cc(OC)c(OC)cc1/C=C1\SC(N2CCCCC2)=NC1=O | i | 9 | i | -7 | i | i | 2 | i | -1 | i | -4
Cc1cc(-c2n[nH]c(=S)n2/N=C/C=C/c2ccccc2)n[nH]1 | i | 6 | i | -7 | i | i | 2 | i | 2 | i | 3
O=CN1c2ccccc2CSc2ccccc21 | i | 0 | i | -7 | i | i | · | i | 5 | i | -3

Assay outcomes (PubChem BioAssay)
